# SSB-PriA inh: K. pneumoniae PriA-SSBct interaction inhibition; AlphaScreen SSBct-PriA binding, biotinylated peptide; inhibition, % at 33 µM; hit rate 0.6% among 430,000; AID 1272365; in the data active = inhibition mostly above about 37%, no sharp cut-off; inactive = mostly below about 20%;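 note: plate controls were negative control peptide for no effect and reference peptide for full effect; strong numbers were not always called active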
# An asterisk follows results filed as active; & = joins results of further samples. These rows are one share of the data; rates above refer to the full screens.
SMILES,SSB-PriA inh
CCCN1C(=O)C2(C(=C(O)c3ccc4c(c3)OCCO4)C(=O)C(=O)N2CCCOC)c2ccccc21 (stereo not given),-6.4
COCCNC(=O)C(=O)NCC(O)c1cccn1C (stereo not given),-9.0
COc1ccc(S(=O)(=O)N2CCC(Oc3ccc(C)nn3)CC2)cc1OC,-5.0
CCOC(=O)CCC(=O)N1CCSC(c2ccccc2Cl)CC1 (stereo not given),-10.0
CC(c1ccccc1)n1c(C2CC(=O)N(C(C)(C)C)C2)nc2ccccc21 (stereo not given),12.0
Cc1ccc(S(=O)(=O)CCCC(=O)Nc2nnc(Cc3cccs3)o2)cc1,6.0
O=C(Cn1nc(C2CC2)c2cnn(-c3cccc(Cl)c3)c2c1=O)NC1CCCCC1,-6.0
O=C(Nc1cc(C(F)(F)F)ccc1Cl)c1cnc2n(c1=O)CCS2,-5.0
CCCOc1ccc(C=c2sc3ncnn3c2=O)cc1,-8.3
Cc1ccccc1C(=O)Nc1nc(-c2cc(Cl)ccc2Cl)cs1,-7.0
CC1CC(C)CN(S(=O)(=O)c2ccc(C(=O)Nc3nnc(C4=COCCO4)o3)cc2)C1 (stereo not given),8.0
Cc1nnc2sc(SCC(=O)N3CCCc4ccccc43)nn2c1=O,0.0
COc1ccc(Br)cc1S(=O)(=O)Nc1ncccn1,0.0
Cc1cc(-n2c(C)nc3ccccc3c2=O)ccc1NC(=O)Nc1cccs1,7.0
O=C(NCCN1CCC(c2cccs2)CC1)C(=O)Nc1ccccc1C(F)(F)F,-18.0
COc1ccc(OC)c2c1sc(=NC(=O)c1ccccc1Br)n2C,0.0
Cc1nn(C)c(C)c1CN1Cc2ccccc2OCC1=O,-4.0
CC1(C)CC(=O)C(=C(O)CCCN2C(=O)c3ccccc3C2=O)C(=NC(C)(C)C)C1,-2.4
CCOc1ccc(-c2csc(-c3nnn(-c4cc(C(F)(F)F)ccc4Cl)c3N)n2)cc1,-8.0
CC(=O)N1CCN(c2nc3ccc(F)cc3s2)CC1,-8.0

# Some of the entries so far, as tab-separated lines:
canonical_smiles	SSB-PriA inh
Cc1ccccc1C(=O)Nc1nc(-c2cc(Cl)ccc2Cl)cs1	-7.0
CC(=O)N1CCN(c2nc3ccc(F)cc3s2)CC1	-8.0
COc1ccc(S(=O)(=O)N2CCC(Oc3ccc(C)nn3)CC2)cc1OC	-5.0
CCCN1C(=O)C2(C(=C(O)c3ccc4c(c3)OCCO4)C(=O)C(=O)N2CCCOC)c2ccccc21 (stereo not given)	-6.4

# Other records follow.
SMILES,SSB-PriA inh
Cc1cc(NC(=O)c2ccc(Br)o2)n(-c2nc3c(cnn3-c3ccc(F)cc3)c(=O)[nH]2)n1,1.0
CCCCn1c(CCNC(=O)CCCO)nc2ccccc21,-8.0
O=C(Cc1csc(Nc2ccccc2)n1)NCc1ccc2c(c1)OCO2,11.0
Cc1cccc(C(N)=NOC(=O)c2ccncc2)c1,-10.5
CN(C)CCN(C(=O)c1cccs1)c1nc2c(S(C)(=O)=O)cccc2s1,3.0
O=C1/C(=C\Nc2cccc(C(F)(F)F)c2)S(=O)(=O)N(Cc2ccc(Cl)cc2)c2ccccc21,-17.0
Cc1cc(NC(=O)CCCCl)n(-c2ncnc3c2cnn3-c2ccc(F)cc2)n1,20.0
CCOC(=O)c1ccccc1NC(=O)CSc1ccc(-c2ccc(-n3ccnc3)cc2)nn1,-7.0
O=C(CSc1ncc(-c2ccc(F)cc2)o1)Nc1ccccc1C(F)(F)F,-15.0&-4.0
COc1cc(C=NNC(=O)CCN2CCN(C)CC2)cc2c1OCO2,-6.3
Cc1ccc(-c2ccc(=O)n(CCCC(=O)Nc3cc(C)no3)n2)cc1,-5.0
COC(C)(CNS(=O)(=O)c1ccccc1OC(F)(F)F)c1cccc(Cl)c1 (stereo not given),1.0
O=c1c2cc(Cl)ccc2nc2sc(Nc3ccc(F)c(F)c3)nn12,-30.0
O=C(NCc1cccnc1)C(=O)Nc1ccc(Cl)c(N2CCCS2(=O)=O)c1,-14.0
N#Cc1cccnc1OC1CCN(C(=O)c2ccco2)CC1,-2.0
CC(/C=C/c1ccc(N(C)C)cc1)=NN=C1NC(=O)CC(C(=O)Nc2ccccc2)S1 (stereo not given),18.5
Brc1cccc(-n2cnnn2)c1,22.0
COc1cnc(-c2ccccn2)nc1N1CCOCC1,156.0*
COc1ccc(S(=O)(=O)CC(=O)O)cc1,-20.0
COc1cccc(NC(=O)[C@@H](NC(=O)N2CC3C[C@H](C2)Cn2c3cccc2=O)C(C)C)c1,12.3

# Reformatted with each value named: entries from further up
COc1cc(C=NNC(=O)CCN2CCN(C)CC2)cc2c1OCO2
  SSB-PriA inh = -6.3
Cc1nn(C)c(C)c1CN1Cc2ccccc2OCC1=O
  SSB-PriA inh = -4.0

# More entries:
SMILES,SSB-PriA inh
O=C(c1ccc2c(c1)OCO2)N1CCN(c2cc(-c3cccnc3)[nH]n2)CC1,21.0
O=C(NCCCn1nc(-c2ccccc2)ccc1=O)Nc1ccc(OC(F)(F)F)cc1,6.0
COc1ccc(NC(=O)Nc2ccc3c(c2)CCCN3C(=O)c2ccccc2)cc1OC,-8.0
COC(=O)C(Br)C12CC3CC(C1)CC(C(Br)C(=O)OC)(C3)C2 (stereo not given),4.0
O=C(Cc1ccc(F)cc1)NCCCn1nc(-c2ccc(Cl)cc2)ccc1=O,-15.0
CN(C)c1nc(N(C)C)nc(N2CCOCC2)n1,11.0
CC(=O)Nc1ccc2c(c1)CCN2C(=O)C1CCCC1,-6.0
Cn1c(CCNC(=O)c2nnn(Cc3ccccc3)c2-n2cccc2)nc2ccccc21,-12.0
O=C(CCCn1nc(-c2ccc(Cl)cc2)ccc1=O)Nc1cc(Cl)ccc1Cl,-3.0
CCOc1ccc(-c2nc(NC(=O)c3ccc(C(C)=O)cc3)sc2C)cc1,2.0
O=C(Cc1noc2ccccc12)N(CC(F)(F)F)C1CCOCC1,-8.0
O=C(c1ccc2ncsc2c1)N1CCC(Oc2cnccn2)CC1,5.0
Cn1nc(C(=O)NCC2CCCN2c2nccs2)ccc1=O (stereo not given),11.0
O=C(NCCc1ccc(F)cc1)c1ccc(Cl)c(N2C(=O)CCS2(=O)=O)c1,-1.0
O=C(NCC1CCN(c2ccncc2)CC1)C1CC1,25.0
CC(=O)c1c(C)nn(CC(=O)Nc2ccc(Cl)c(Cl)c2)c1C,-13.0&-4.0
CCN1C(=S)NC2CC1(C)Oc1ccc(Br)cc12 (stereo not given),11.0
CCCc1c(C(=O)NN=C(C)CCc2ccc(OC)cc2)nnn1-c1nonc1N,4.8
COc1ccc(Cl)cc1C(=O)NCC(c1ccsc1)N1CCN(C)CC1 (stereo not given),7.0
O=C(NC[C@@H](c1cccs1)N1CCc2ccccc21)Nc1cccc(Cl)c1,-1.0

# Among those listed so far, these have a tert-butyl group.
SMILES,SSB-PriA inh
CC(c1ccccc1)n1c(C2CC(=O)N(C(C)(C)C)C2)nc2ccccc21 (stereo not given),12.0
CC1(C)CC(=O)C(=C(O)CCCN2C(=O)c3ccccc3C2=O)C(=NC(C)(C)C)C1,-2.4

# More results
SMILES,SSB-PriA inh
COc1ccc2[nH]cc(CCNC(=O)C3CCN(c4ncnc5c4sc4ncccc45)CC3)c2c1,-16.0&1.0
NCCCNC(=O)c1ccc(C=NO)nc1,1.4
CCCc1cc(=O)n(CC(=O)Nc2c(C)cccc2C)cn1,4.0
COC(=O)c1sccc1NC(=O)Cn1ccn2nc(-c3ccc(OC)c(OC)c3)cc2c1=O,7.0
O=C(NCC1CCN(c2ccccn2)CC1)C(=O)Nc1ccccc1C(F)(F)F,6.0
CC(C)Oc1ccc(C(=O)NCC2(O)CCCC2)cc1,-16.0
O=C(CSc1cn(CCNC(=O)c2cccc(C(F)(F)F)c2)c2ccccc12)NC1CCCC1,-17.0&5.0
CON=CC(=NNc1cc(OC)cc(OC)c1)C(=O)c1ccccc1,8.0
O=C(Nc1cccc(C(F)(F)F)c1)C(Cl)C(=O)c1ccccc1 (stereo not given),-26.0
CC1(C)C2CCC(C(=O)O)(C2)C1O (stereo not given),-6.0&-3.0
COc1ccc(OC)c(C2C(=C(O)c3ccc(C)cc3)C(=O)C(=O)N2Cc2ccco2)c1 (stereo not given),-10.7
O=C(Nc1cccc(-c2cn3c(n2)SCC3)c1)c1cc2ccccc2oc1=O,-4.0
CCCCCC(=O)NN=Cc1ccc(N(C)C)cc1,0.4
Brc1c(CSc2nncn2-c2ccccc2)nc2ccccn12,-10.0
CC[C@@](CNC(=O)CSc1ccc(F)cc1)(OC)c1ccccc1,-3.0
CCOc1ccc(NC(=O)C23CCC(C)(C(=O)C2)C3(C)C)cc1 (stereo not given),10.0
Cc1cc(C(=O)N2CCC(CSC3=NCCS3)CC2)c(C)o1,-3.0
Cc1cc(C)nc(NC(=O)c2c[nH]c3c(C(F)(F)F)cccc3c2=O)n1,-1.0
NC[C@H](O)c1ccoc1,-7.0
COc1cccc(C2C(=C(O)c3ccc(OC)c(OC)c3)C(=O)C(=O)N2c2cc(C)on2)c1 (stereo not given),-6.3

# Part of the list above in a different format:
smiles	SSB-PriA inh
O=C(NCC1CCN(c2ccccn2)CC1)C(=O)Nc1ccccc1C(F)(F)F	6.0
CC(C)Oc1ccc(C(=O)NCC2(O)CCCC2)cc1	-16.0
O=C(CSc1cn(CCNC(=O)c2cccc(C(F)(F)F)c2)c2ccccc12)NC1CCCC1	-17.0&5.0
CON=CC(=NNc1cc(OC)cc(OC)c1)C(=O)c1ccccc1	8.0

# Carrying on.
SMILES,SSB-PriA inh
CCn1c(SCC(=O)Nc2cc(OC)cc(OC)c2)nc2c(-c3ccc(C)cc3)csc2c1=O,0.0
O=C(Nc1cccc(C(F)(F)F)c1)N[C@H]1CC(=O)N(c2ccc3c(c2)OCCO3)C1,-4.0
O=S(=O)(c1cccc(-c2ccc(Cl)cc2)c1)N1CCC(N2CCC[C@@H]2CO)CC1,-8.0
CC(O)(CNC(=O)Cc1ccccc1Cl)Cc1ccco1 (stereo not given),0.0
CC(C)c1nnc(NC(=O)c2c[nH]c3c(Cl)cccc3c2=O)s1,-10.0
Cn1cccc1C=NNC(=O)Cn1cnc2ccccc21,-10.7
O=C(CNc1ccccc1)NN=Cc1cn(-c2ccccc2)nc1-c1ccccc1,0.5
CSc1ncccc1C(=O)N1CCC(CNC(=O)CN2C(=O)CCC2=O)CC1,-8.0
Cc1cc(C=NNc2ccc([N+](=O)[O-])cn2)c(C)n1-c1ccccc1,-7.0
CC(=NNc1ncc(Cl)cc1Cl)c1ccccn1,46.9*
CC12CCCCC1CCC1C2CCC2(C)C1CCC2(O)CSc1ncc(-c2ccccc2)s1 (stereo not given),-4.0
COc1ccc(F)cc1S(=O)(=O)Nc1cccc(-c2csc3nc(C)cc(=O)n23)c1,4.0
O=C(C1CN(c2nc3c(F)cccc3s2)C1)N1CCN(c2ccc(C(F)(F)F)cn2)CC1,-9.0
CCc1cc2c(=O)c(-c3ccc4c(c3)OCCCO4)c(C)oc2cc1OC(=O)N1CCOCC1,4.0
C#CCn1c(=NC(=O)C2CCN(S(=O)(=O)c3ccc(Cl)s3)CC2)sc2cc3c(cc21)OCO3,-2.0
COc1ccc(Cl)cc1NC(=O)c1c(O)c2sccc2n(C)c1=O,-6.0
COc1ccc(N2CCN(CCNC(=O)C(=O)NC3CC3)CC2)cc1,-18.0
O=C(NN=Cc1ccc2c(c1)OCO2)/C(=C/c1ccc2c(c1)OCO2)NC(=O)c1ccccc1,9.5
CCOC(=O)c1nn(-c2ccccc2F)c(=O)c2c(NC(=O)c3cccs3)scc12,-1.0
O=C(NCCOc1ccc(-c2ccco2)nn1)c1ccc(Br)o1,3.0
O=S(=O)(Cc1ccccc1F)NCC1CCN(Cc2cccs2)CC1,-7.0
COc1ccc(CNC(=O)C2CCN(c3ccc(S(=O)(=O)c4ccc(C)cc4)nn3)CC2)cc1,-1.0
CCCOc1ccc(S(=O)(=O)Nc2ccc3c(c2)N(C(C)=O)CC3)cc1,-5.0
Cc1cc(C)cc(NC(=O)Cc2csc(SCC(=O)c3ccc4c(c3)OCO4)n2)c1,2.0
C=CCOc1ccc(C(=O)N(Cc2cccs2)C2CCS(=O)(=O)C2)cc1 (stereo not given),-25.0
COC(=O)N1CCc2ccc(NC(=O)c3ccc(Cl)s3)cc2C1,-13.0
Cc1ccccc1-c1noc(CC2CCCN(C(=O)Cn3ncccc3=O)C2)n1 (stereo not given),-17.0
CCOc1ccc(-n2c(CNC(=O)c3cc(OCC)c(OCC)c(OCC)c3)nnc2SCC(=O)Nc2nnc(SCC)s2)cc1,-4.0
NC12CC3CC(C1)CC(C(=O)O)(C3)C2,4.0
COc1cccc(C(C)=NNc2ncc(Cl)cc2Cl)c1,-7.0
O=C(c1ccc(Cl)cc1)c1ccc(OCC(O)CN2CCN(Cc3ccccc3)CC2)cc1 (stereo not given),1.0
NS(=O)(=O)c1ccc(CCNC(=O)N[C@H]2CC(=O)N(c3ccc(F)cc3)C2)cc1,-23.0
Cc1ccc(S(=O)(=O)N2CC(S(=O)(=O)CC(C)C)C2)s1,-22.0
CCOc1ccc(NC(=O)NCC(C)(O)c2cccs2)cc1 (stereo not given),3.0
O=C(NCC1CCN(Cc2ccco2)CC1)C(=O)Nc1ccccc1,-2.0
CC1CCN(C(=O)CSc2nc(-c3ccccc3)nc3c2c(=O)n(C)c(=O)n3C)CC1,-10.0
COc1cccc(C(=O)NCc2cc(-c3cccs3)on2)c1OC,-11.0
COc1ccc(-c2nnc3ccc(SCC(=O)NCc4ccc5c(c4)OCO5)nn23)cc1,-1.0
Cc1ccccc1[C@@H]1CCN(C(=O)Cc2cccnc2)CCS1,0.0
CCOC(=O)c1sc(NC(=O)c2cc(Cl)sc2Cl)c(C(=O)OCC)c1C,-6.0&-2.0
COc1ccc(OC)c2sc(N(CCCN3CCOCC3)C(=O)c3cc(C)no3)nc12,3.0
NC(=O)c1c(NC(=O)C2COc3ccccc3O2)sc2c1CCCC2 (stereo not given),5.0
O=S(=O)(/C=C/c1ccccc1)N1CCC(Cn2cccn2)CC1,-15.0

# High-throughput results: PubChem, Small Molecule Screening Facility, UW Madison
